# Screening data: PubChem, several laboratories
# hERG protect – hERG rescue from dofetilide block, primary screen, cell-based, CHO-hERG, FluxOR thallium flux, dofetilide IC70; Voltage-gated inwardly rectifying potassium channel KCNH2 (Homo sapiens), Q12809; dofetilide IC70 present; activation (rescue from dofetilide block), less the hit threshold, % at 10 µM; 310,000 compounds, 0.51% hits;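 active means activation above the mean of controls blocked by dofetilide plus 5 SD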;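 further: thallium influx through hERG after potassium depolarization seen as dye fluorescence rise; in these data hits start at about 4.7%; inactives centre near -7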
# KCNK3 block – human KCNK3 channel inhibitors, primary screen, CHO cells, FluxOR thallium flux, B-score | Potassium channel subfamily K member 3 (Homo sapiens), O14649 | FluxOR fluorescence; hits give low values | B-score at 10 µM | 340,000 compounds, 0.84% hits;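 active means B-score under library mean minus 4 SD, starting fluorescence ratio at most library mean plus 5 SD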;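 further: more negative B-score means stronger inhibition of thallium flux through KCNK3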
# TMEM16A inh – TMEM16A chloride channel inhibitors, primary screen, cell-based, HTS; Anoctamin-1 (Mus musculus), Q8BHY3; HEK293 TMEM16A/YFP iodide influx fluorescence, ionomycin; normalized B-score (activity score, 25-100; higher = stronger inhibition) at 10 µM; 310,000 compounds, 1.2% hits; AID 588511, 2011;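 active means ratio plate-corrected score three or more library SD toward inhibition, starting fluorescence score within five deviations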;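 further: score derived from kinetic fluorescence span divided by baseline fluorescence per well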
# KCNK9 block – KCNK9 potassium channel inhibitors, primary screen, HEK293 cells, thallium flux. AID 488922, 2010. B-score at 10 µM. Potassium channel subfamily K member 9 (Homo sapiens), Q9NPC2. 310,000 compounds, 1.2% hits. FluxOR thallium flux fluorescence; hits give low values;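 active means ratio B-score over 3 SD below the library mean, with starting fluorescence within 5 SD of its mean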;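 further: negative B-score means less thallium flux so channel inhibition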
# Target sequence (Q9NPC2 whole entry, looked up): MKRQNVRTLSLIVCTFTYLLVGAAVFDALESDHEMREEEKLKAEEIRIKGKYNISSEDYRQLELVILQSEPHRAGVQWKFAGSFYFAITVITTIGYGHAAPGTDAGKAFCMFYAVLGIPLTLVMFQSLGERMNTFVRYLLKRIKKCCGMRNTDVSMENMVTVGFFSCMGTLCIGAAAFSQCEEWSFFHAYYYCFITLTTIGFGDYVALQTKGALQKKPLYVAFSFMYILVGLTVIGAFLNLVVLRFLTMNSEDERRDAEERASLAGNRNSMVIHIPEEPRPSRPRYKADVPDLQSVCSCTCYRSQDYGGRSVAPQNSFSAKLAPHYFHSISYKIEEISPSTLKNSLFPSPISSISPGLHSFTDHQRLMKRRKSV
# ANO1 activ – TMEM16A chloride channel activators or potentiators, primary screen, cell-based, HTS; Anoctamin-1 (Mus musculus), Q8BHY3; HEK293 TMEM16A/YFP-H148Q/I152L, iodide quench fluorescence; hits give low values; B-score at 10 µM; 340,000 compounds, 0.3% hits; AID 623877, 2012;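 active means fluorescence-ratio B-score plate-corrected deviation score at least 3 library SD below zero, with starting fluorescence score within 5 deviations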;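 further: channel opened by trigger with iodide after compound preincubation; score built on the fluorescence ratio of max minus min over baseline; more negative score means more quench and so TMEM16A activation or potentiation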
# SKKanGAS inh – S. pyogenes SKKanGAS growth inhibitors in kanamycin, primary screen, streptokinase expression inhibitor project, SKKanGAS strain, BacTiter-Glo luminescence; 6 h; inhibition, % at 7.5 µM; 300,000 compounds, 1.3% hits;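 active means mean replicate score, as percent of positive control median, at least 50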;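 further: strain carries kanamycin resistance gene driven by streptokinase promoter and grows in 40 µg/ml kanamycin; loss of luminescence reflects streptokinase promoter inhibition or plain growth inhibition; 0% = median of DMSO wells and 100% = positive control at its reference dose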
# RGS4 pot – RGS4 potentiators or activators, primary screen, cell-based, HEK293 M3R inducible RGS4, calcium flux. carbachol calcium flux Fluo4; hits give low values. B-score at 10 µM. 310,000 compounds, 0.92% hits;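 active means B-score of the integrated calcium signal more than 4 SD below the library mean, with starting fluorescence not abnormally high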;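 further: negative B-score means reduced calcium response which marks RGS4 activation or potentiation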
#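 System – HEK293 FlpIn-TREx cells, stable M3R, doxycycline-inducible RGS4 · Reagent – ECmax carbachol challenge · Times – compound preincubation 20 min at room temperature before agonist · Technique – Fluo4 fluorescence kinetic imaging of calcium · Measure – B score of integrated Fluo4 ratio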
# RGS4 inh – RGS4 inhibitors, primary screen, cell-based, HEK293 M3R inducible RGS4, calcium flux | Regulator of G-protein signaling 4 (Homo sapiens), P49798 | Fluo-4 calcium flux; hits give high values; triggered by carbachol at its EC20 | B-score at 10 µM | 310,000 compounds, 0.45% hits;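 active means B-score, a plate-corrected calcium signal, over three deviations above library mean, with baseline fluorescence within five deviations of library mean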;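 further: RGS4 expression induced by doxycycline in cells with stable M3 receptor; B-score is computed from the integrated fluorescence ratio over baseline after carbachol; higher B-score means a larger calcium signal and so more RGS4 inhibition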
# KCNQ1 inh – inhibitors of human KCNQ1 channel, primary screen, cell-based, thallium flux, high-throughput; CHO-K1 KCNQ1, FluxOR thallium flux fluorescence; hits give high values; B-score at 10 µM; 310,000 compounds, 1.3% hits;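 active means compounds whose thallium flux B-score, printed positive for inhibition, exceeds three library SD while starting fluorescence stays within three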;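 further: channel opened by potassium depolarization with thallium stimulus after 20 min compound exposure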
# Target sequence (P51787 whole entry, looked up): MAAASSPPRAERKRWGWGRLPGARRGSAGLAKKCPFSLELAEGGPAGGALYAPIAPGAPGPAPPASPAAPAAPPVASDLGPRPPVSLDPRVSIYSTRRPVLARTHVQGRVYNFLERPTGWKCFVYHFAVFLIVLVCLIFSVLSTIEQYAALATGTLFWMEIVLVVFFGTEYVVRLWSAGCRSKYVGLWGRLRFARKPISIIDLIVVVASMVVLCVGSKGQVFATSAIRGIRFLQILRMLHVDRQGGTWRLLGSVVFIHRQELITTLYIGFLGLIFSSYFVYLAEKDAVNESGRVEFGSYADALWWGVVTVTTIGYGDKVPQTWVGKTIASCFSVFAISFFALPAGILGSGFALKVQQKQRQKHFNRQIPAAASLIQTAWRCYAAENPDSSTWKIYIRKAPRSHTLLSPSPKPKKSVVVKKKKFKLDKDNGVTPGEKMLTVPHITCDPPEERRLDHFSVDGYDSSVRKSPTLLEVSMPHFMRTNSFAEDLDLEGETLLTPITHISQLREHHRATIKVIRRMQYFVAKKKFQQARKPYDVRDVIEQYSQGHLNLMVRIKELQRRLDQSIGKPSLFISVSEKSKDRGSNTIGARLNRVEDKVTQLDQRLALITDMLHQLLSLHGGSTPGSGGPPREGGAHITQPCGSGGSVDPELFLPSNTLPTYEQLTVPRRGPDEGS
# HDAC3 inhib – HDAC3 deacetylase inhibitors, primary screen, biochemical, fluorescence, cell-free homogeneous | Histone deacetylase 3 (Homo sapiens), O15379 | recombinant HDAC3, fluorogenic peptide/trypsin coupled | inhibition, % at 8.3 µM | 320,000 compounds, 0.15% hits | AID 2718, 2010; in the data active means inhibition above about 26%, passing the limit was not always enough
# KCNQ1 act – potentiators or activators of KCNQ1 channel, primary screen, cell-based, thallium flux, high-throughput. B-score at 10 µM. 310,000 compounds, 0.35% hits. Potassium voltage-gated channel subfamily KQT member 1 (Homo sapiens), P51787. CHO-K1 KCNQ1, thallium flux FluxOR fluorescence; hits give high values;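 active means fluorescence ratio B-score, a plate-corrected score, at least three library SD, with initial intensity B-score within 5 SD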
#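 Test system: CHO-K1 cells stably expressing KCNQ1 / Medium: assay buffer / Also added: depolarizing K+/Tl+ stimulus, K2SO4 and Tl2SO4 each 12.5 mM in 5x stock / Incubation: 90 min dye loading and 20 min compound exposure, both at room temperature / Signal: thallium influx via FluxOR fluorescence, kinetic imaging / Evaluation: B score of baseline-normalized fluorescence ratio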
# Numbers without * were called inactive; i = inactive; / = no result given.
SMILES,hERG protect,KCNK3 block,TMEM16A inh,KCNK9 block,ANO1 activ,SKKanGAS inh,RGS4 pot,RGS4 inh,KCNQ1 inh,HDAC3 inhib,KCNQ1 act
COc1ccc2cc3c(N)nn(C(=O)c4ccccc4[N+](=O)[O-])c3nc2c1,-8,i,i,i,i,8,i,i,i,-4,i
Nc1cccc(-c2cnc3ccccc3n2)c1,-1,i,i,i,i,0,i,i,i,3,i
CCCCCn1nnc2c(=O)oc3ccccc3c21,-7,i,i,i,i,2,i,i,i,-6,i
COc1ccccc1C1(O)CCN(CC(=O)Nc2nc(-c3ccccc3)cs2)CC1,-17,i,100*,i,i,3,i,i,i,7,i
O=C(Nc1ccc2c(c1)OCCO2)c1ccc(Cl)c([N+](=O)[O-])c1,-6,i,i,i,i,-2,i,i,i,3,i
COc1ccc(/C=C/C(=O)N(C(C)C)C(C)C)cc1Br,-9,i,i,i,i,-15,i,i,i,3,i
O=C(Nc1ccccc1N1CCCC1)c1cccc(F)c1,-7,i,i,i,i,-4,i,i,i,2,i
Nc1ncc([N+](=O)[O-])c(N2CCCCCC2)n1,-1,i,i,i,i,1,i,i,i,-1,i
COC(=O)c1ccccc1S(=O)(=O)NCc1nc2nc(C)cc(C)n2n1,-4,i,i,i,i,-5,i,i,i,-2,i
Cc1nc2scc(C)n2c(=O)c1S(=O)(=O)NCc1ccc(F)cc1,-7,i,i,i,i,-1,i,i,i,0,i
COC(=O)C(=C/C=C/N1CCOCC1)C(=O)OC,-10,/,i,i,/,7,i,i,i,-1,i
NC(=O)C(c1ccc(Cl)cc1)c1ccc(Sc2ccc(Cl)cc2)nn1 (configuration not stated),-15,i,i,i,i,-3,i,i,i,9,i
CC(OC(=O)CCCN=C1NS(=O)(=O)c2ccccc21)C(=O)Nc1ccc(F)c(F)c1F (configuration not stated),-6,i,i,i,i,2,i,i,i,-8,i
CCn1ccnc1CN(C)C(=O)c1ccc2nc(Cc3ccc(OC)cc3)oc2c1,-8,i,i,i,i,0,i,i,i,4,i
Cc1c(N2C(=O)CS/C2=N\N=C\c2ccc(Br)cc2)c(=O)n(-c2ccccc2)n1C,-3,i,i,i,i,-2,i,i,i,3,i
Cn1c(=O)n(C)c2cc([N+](=O)[O-])c(N3CCN(S(=O)(=O)c4ccc(C(C)(C)C)cc4)CC3)cc21,-7,i,i,i,i,-11,i,i,i,10,i
Cc1ccc(S(=O)(=O)Oc2ccccc2/C=N/NC(N)=S)cc1,-7,i,i,i,i,0,i,i,i,-5,i
CCOc1ccc(NC(=O)CSc2nc(C)c3c(c2C#N)CCCC3)cc1,-8,i,i,i,i,9,i,i,i,-6,i
COc1ccc(CC(=O)NCc2nnc(SCc3ccc(C)cc3)n2C)cc1,-10,i,i,i,i,0,i,i,i,3,i
CC(C)OCCCNc1ncc2c(n1)CC(c1ccccc1)CC2=O (configuration not stated),-10,i,i,i,i,3,i,i,i,3,i
Cc1ccc(-n2nc3ccc(NC(=S)NC(=O)/C=C/c4ccco4)cc3n2)cc1,-7,i,i,i,i,-3,i,i,i,4,i
CCN(CC)C(=O)Cn1c(=O)n(CC(=O)N2CCCCC2)c(=O)c2sccc21,-15,i,i,i,i,-8,i,17*,i,-8,i
COc1cc(/C=N/NC(=O)Cn2nc([N+](=O)[O-])cc2C)cc(Br)c1OCc1ccccc1,-7,-9.9*,i,i,/,36,i,i,i,-5,i
CCCN(CCC)CC(O)Cn1cc(/C=C/C(=O)c2ccccc2)c2ccccc21 (configuration not stated),-20,i,/,i,i,-1,i,i,i,/,i
O=c1[nH]c2ccccc2n1CCCN1CCCCC1,-2,i,i,i,i,1,i,i,i,-5,i

# Later entries:
SMILES,hERG protect,KCNK3 block,TMEM16A inh,KCNK9 block,ANO1 activ,SKKanGAS inh,RGS4 pot,RGS4 inh,KCNQ1 inh,HDAC3 inhib,KCNQ1 act
Cc1onc(-c2ccccc2)c1C(=O)NC(=S)Nc1sc2c(c1C#N)CCC(C)C2 (configuration not stated),15*,i,i,i,i,-4,i,i,i,4,21*
Cc1cccc(C)c1-n1c(C)nn(CC#N)c1=O,-4,i,i,i,i,-2,i,i,i,-4,i
Cc1cccc(Oc2ccc3c(c2)cc(C(=O)O)n3C)c1,-15,i,i,i,i,7,i,i,i,-1,i
CCN(CC)C(=O)c1cc(Cl)ccn1,-9,i,i,i,i,0,i,i,i,9,i
Cc1c(C(=O)Nc2ccc(Cl)cc2)c2ccccn2c1C(=O)c1ccc(F)cc1,-7,i,i,i,i,3,-9.1*,i,i,-10,i
COc1ccc(CC(C(=O)Nc2ccc(OC)cc2)c2nn[nH]n2)cc1 (configuration not stated),-1,i,i,i,i,5,i,i,i,12,i
CC(Cl)C(=O)Nc1cc(C(F)(F)F)ccc1N1CCOCC1 (configuration not stated),-16,i,i,i,i,-3,i,i,i,0,i
COc1cc([N+](=O)[O-])ccc1NC(=O)Nc1cccnc1,-2,i,i,i,i,-4,i,i,i,-2,i
O=c1[nH]c(SCc2cccc(Cl)c2)nc2[nH]ncc12,-7,i,i,i,i,10,i,i,i,-6,i
CC(C)(C)c1ccc(CN(Cc2ccco2)Cc2nnnn2C2CCCC2)cc1,-24,i,i,-14*,i,51*,i,i,6*,3,i
CCn1c(CC(=O)Nc2ccc(C)cc2)nnc1SCC(=O)NCCc1ccccc1,-13,i,i,i,i,-3,i,i,i,-5,i
Cc1ccc(NC(=O)ON=C2CCCC2)cc1,-8,i,i,i,i,-8,i,i,i,10,i
NC1=NC(=O)S/C1=C\c1ccc(O)cc1,-1,i,i,i,i,-8,i,i,i,3,i
Cc1oc(-c2ccc3c(c2)OCCO3)cc1C(=O)NC(Cc1ccccc1)C(=O)O (configuration not stated),-15,i,i,i,i,0,i,i,i,-3,i
COc1ccc(F)c(C2C(C#N)=C(N)Oc3n[nH]c(C(C)(C)C)c32)c1 (configuration not stated),-14,i,i,i,i,-2,i,i,i,5,i
COc1ccc(-n2c(=O)c3ccccc3n(CC(=O)Nc3ccccc3OC)c2=O)cc1,-5,i,i,i,i,2,i,i,i,0,i
O=C(COC(=O)CCC(=O)Nc1nccs1)NCc1ccco1,-4,i,i,i,i,4,i,i,i,10,i
O=C(OCC(=O)N1CCCCCC1)c1cccs1,-1,i,i,i,i,1,i,i,i,-2,i
COC(=O)N/N=C1\CCCc2c(C)cc(C)cc21,-3,i,i,i,i,-8,i,i,i,-2,i
CCSc1nc2sc3c(c2c(=O)n1-c1ccccc1)CCN(C(C)C)C3,-5,i,i,i,i,7,-7.9*,i,i,2,i
Cc1onc(-c2c(F)cccc2Cl)c1C(=O)OCC(=O)NC(=O)NCC(C)C,-5,i,i,i,i,-3,i,i,i,8,i
CN1C(=O)C(=C2CCCCCC2)SC1=S,-10,i,i,i,i,-8,i,i,i,4,i
COCCn1c(Cc2cccn2C)nnc1SCC(=O)Nc1nccs1,-5,i,i,i,i,-13,i,i,i,3,i
Cc1[nH]c(=O)[nH]c(=O)c1/C=N/NC(=O)[C@H](CC(C)C)NC(=O)OC(C)(C)C,-3,i,i,i,i,-6,i,i,i,8,i
CC1(C)Oc2ccc3ccc(=O)oc3c2CC1O (configuration not stated),-9,i,i,i,i,0,i,i,i,-32,i

# (continued)
SMILES,hERG protect,KCNK3 block,TMEM16A inh,KCNK9 block,ANO1 activ,SKKanGAS inh,RGS4 pot,RGS4 inh,KCNQ1 inh,HDAC3 inhib,KCNQ1 act
COc1ccc(C2CC(c3cccs3)=NN2C(=O)CSc2nncn2C)cc1OC (configuration not stated),-6,i,i,i,i,-1,i,i,i,4,i
CCOc1ccc(NC(=O)CN(C)S(=O)(=O)c2ccc3c(c2)CCC(=O)N3)cc1,-10,i,i,i,i,-8,i,i,i,2,i
O=C(Nc1ccccn1)c1ccc2nc(-c3ccccc3)c(-c3ccccc3)nc2c1,-33,/,i,i,/,35,i,i,i,-6,i
CC(Oc1ccc(Cl)cc1Cl)c1nc(-c2ccc(NC(=O)c3ccco3)cc2)no1 (configuration not stated),-10,-8.8*,i,-13*,i,54*,i,i,i,-1,i
O=C(CSc1ncnc2ccccc12)Nc1cccc(S(=O)(=O)N2CCCC2)c1,-6,i,i,i,i,-6,i,i,i,-1,i
COc1cc(OC)cc(-c2cc(N)n(S(=O)(=O)Cc3ccccc3)n2)c1,-11,i,i,i,i,-3,i,i,i,3,i
Cc1ccc(C)c(C(=O)C(C)OC(=O)c2cccn2C)c1 (configuration not stated),-11,i,i,i,i,3,i,i,i,0,i
CCCn1c(C(O)c2ccc3c(c2)OCO3)nc2ccccc21 (configuration not stated),-10,i,i,i,i,2,i,i,i,-2,i
O=C(/C=C/c1cccc(F)c1)N1CCc2ccccc21,-12,i,i,i,i,-2,i,i,i,3,i
CCN(CC)S(=O)(=O)c1cc(C(=O)O)c(Cl)cc1Cl,-1,i,i,i,i,-5,i,i,i,1,i
COc1ccc(NC(=O)C2CCN(S(=O)(=O)c3c(C)noc3/C=C/N(C)C)CC2)cc1,-15,i,i,i,i,-7,i,i,i,12,i
Fc1ccc(-c2cc(C(F)(F)F)nc(-n3cncn3)n2)cc1,-1,i,i,i,i,-6,i,i,i,15,i
COc1ccccc1C1CCN(Cc2cccc3ccccc23)CC1,-14,i,i,i,i,28,i,i,i,-6,i
CC(=O)N1CCOc2ccc(S(=O)(=O)N3CCC(C)CC3)cc21,-4,i,i,i,i,-2,i,i,i,1,i
CCN(CC(=O)Nc1ccccc1C(F)(F)F)C(=O)c1oc2c(Cl)cccc2c1C,-13,i,i,i,i,31,i,i,i,0,i
O=[N+]([O-])c1ccc(O)c2cccnc12,-13,i,i,i,i,-19,i,i,i,5,i
Cc1ccc(Cn2c([N+](=O)[O-])cnc2C)cc1,-4,i,i,i,i,-2,i,i,i,/,i
O=C(Nc1ccccc1Cl)c1cc2ccccc2o/c1=N\O,-11,i,i,i,i,-8,i,i,i,-12,i
